LMPTP inh: LMPTP (human) inhibition; hit rate 0.22% among 360,000; AID 651560; inhibition, % at 20 µM; recombinant LMPTP-A, OMFP fluorogenic substrate, fluorescence intensity; P24666;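 active means compounds that cut the enzyme signal by at least half of the control window in the single-dose screen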;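 further: plate controls were DMSO wells with enzyme plus substrate for no effect and substrate without enzyme for full effect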
Target sequence (P24666 whole entry, looked up): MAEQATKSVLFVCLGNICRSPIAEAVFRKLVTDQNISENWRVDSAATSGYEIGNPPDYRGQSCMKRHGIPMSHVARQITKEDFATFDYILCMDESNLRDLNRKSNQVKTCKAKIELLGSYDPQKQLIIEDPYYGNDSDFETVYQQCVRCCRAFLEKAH
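material = LMPTP-A | quantity = 0.625 nM enzyme | reagent = OMFP substrate, 400 µM final | buffer or medium = Bis-Tris pH 6.0, DTT, detergent | detection = endpoint fluorescence intensity from OMFP dephosphorylation | dosing = single 20 µM dose | read-out basis = % inhibition relative to no-enzyme and uninhibited control wells | control set = no-enzyme and uninhibited controls | timing = 50 min at room temperature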
Rpn11 block: inhibitors of human proteasome Rpn11. O00487. human 26S proteasome, Ub4-pepOG fluorescence polarization; 20S core pre-blocked with epoxomicin. calls only at 20 µM. hit rate 0.59% among 360,000. AID 588493;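 active means inhibition at 20 µM, scaled to each plate's controls, above about 33%, limit read from the data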
Target sequence (O00487 whole entry, looked up): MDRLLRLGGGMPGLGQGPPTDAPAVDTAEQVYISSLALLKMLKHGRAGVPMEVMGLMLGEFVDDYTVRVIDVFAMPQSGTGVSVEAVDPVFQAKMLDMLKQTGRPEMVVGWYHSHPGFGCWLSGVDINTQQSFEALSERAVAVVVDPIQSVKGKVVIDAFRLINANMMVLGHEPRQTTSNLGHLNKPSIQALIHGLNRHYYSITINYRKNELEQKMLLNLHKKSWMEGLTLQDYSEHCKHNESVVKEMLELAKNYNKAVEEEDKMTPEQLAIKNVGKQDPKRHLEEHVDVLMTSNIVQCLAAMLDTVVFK
DNMT1 inh: blocks human DNA methyltransferase DNMT1; hit rate 0.83% among 360,000; P26358; AID 588458; DNMT1 molecular beacon, Hinp1I cleavage, fluorescence; inhibition (reported as % activation of signal), % at 10 µM; in the data active means inhibition above about 50%
STEP block: STEP (human) phosphatase inhibition; P54829; recombinant STEP, OMFP fluorogenic substrate, fluorescence; inhibition, % at 20 µM; hit rate 0.25% among 360,000; AID 588621;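 active means inhibition at 20 µM, scaled per plate between control wells, above about 37%, limit read from the data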;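 further: 0% = DMSO with enzyme and substrate and 100% = substrate only without enzyme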
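System: isolated STEP enzyme; schedule: 20 min enzyme reaction at room temperature, protected from light; medium: Bis-Tris buffer pH 6.0, 2.5 mM DTT, 0.005% Tween 20; signal: fluorescence, 480/540 nm; dosing: single compound dose of 20 µM, 1% DMSO final; also added: OMFP substrate, 25 µM final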
MsrA inhibitor: inhibits bovine methionine sulfoxide reductase A. purified bovine MsrA, absorbance read-out. inhibition, % at 15.5 µM. hit rate 0.75% among 360,000. AID 651718; in the data active means inhibition above about 4.5%;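 further: 0% = vehicle wells with enzyme and 100% = reference inhibitor wells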
Scp1 inh: Scp-1 (human) phosphatase inhibition; Recombinant Scp1, phosphopeptide, malachite green phosphate absorbance; inhibition, % at 20 µM; hit rate 0.88% among 340,000;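 active means inhibition above about 50% at 20 µM, limit read from the data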;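 further: plate controls were DMSO wells with enzyme for no effect and wells lacking enzyme for full effect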
Target sequence (Q9GZU7 76-261 limits assumed): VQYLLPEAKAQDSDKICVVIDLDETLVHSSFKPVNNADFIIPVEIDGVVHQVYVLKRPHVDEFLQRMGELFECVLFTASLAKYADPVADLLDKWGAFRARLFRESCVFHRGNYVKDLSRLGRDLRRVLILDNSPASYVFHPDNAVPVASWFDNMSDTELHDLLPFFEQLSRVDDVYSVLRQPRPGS
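Assay system: SCP-1 catalytic fragment, aa 76-261 | Buffer or medium: Tris acetate buffer pH 5.5 with MgCl2 and Tween-20 | Compound: One concentration, 20 µM, with 1.0% DMSO | Also added: Phospho 17-mer peptide substrate | Signal: Absorbance at 630 nm | Incubation: 45 min enzyme reaction at room temperature | Measure: % inhibition of SCP-1 phosphate liberation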
CSN deneddyl inh: CSN deneddylation inhibition; hit rate 0.38% among 360,000; AID 651999; Q92905; Purified CSN, SCF-Nedd8-OG deneddylation, fluorescence polarization; inhibition, % at 12.5 µM;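 active means pattern-corrected inhibition above about 35%, with an unprinted fluorescence ratio check between 0.5 and 1.5, limit read from the data, passing the limit was not always enough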;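 further: 0% = enzyme with substrate and 100% = substrate without enzyme; some results filed as inactive read as strong as hits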
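Assay system: purified human Csn5 enzyme expressed in HEK293T cells; measure: % inhibition; also added: SCFSkp2-Nedd8OG substrate at 10 nM final; technique: fluorescence polarization; times: reaction 90 min, room temperature; medium: Tris buffer pH 7.5, NaCl, DTT, Tween-20, trehalose, ovalbumin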
NadD inh: NadD (S. aureus) enzyme inhibition. hit rate 0.78% among 360,000. purified NadD enzyme, colorimetric absorbance read-out. inhibition, % at 20 µM; in the data active means inhibition above about 26%; further: some compounds past the cut are filed as inactive
SUMO1-SIM PPI: modulators of human SUMO1-mediated protein-protein interactions; inhibition, % at 20 µM; P63165; SUMO1 binding to a labelled peptide, TR-FRET, 1 h; AID 602429; hit rate 0.33% among 360,000; in the data active means inhibition above about 37%
Target sequence (P63165 whole entry, looked up): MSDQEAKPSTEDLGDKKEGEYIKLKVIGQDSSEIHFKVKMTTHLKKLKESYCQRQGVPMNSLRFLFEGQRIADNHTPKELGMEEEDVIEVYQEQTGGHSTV
TbMetRS inhib: blocks T. brucei methionyl-tRNA synthetase activity; hit rate 0.4% among 360,000; purified T. brucei MetRS, ATP depletion, Kinase-Glo luminescence; inhibition, % at 11.9 µM; AID 624268;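 active means inhibition above a per-plate cutoff of the control wells' mean inhibition plus 3 SD, cut at about 5.5% in these data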;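 further: 0% = DMSO wells median and 100% = median of wells with control inhibitor compound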
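assay system = parasite MetRS enzyme | timing = 15 min preincubation, 2 h reaction, all 25 °C | evaluation = percent inhibition relative to median high and low control wells | medium = HEPES buffer containing pyrophosphatase, BSA, spermine, DTT | compound = single dose, 11.9 µM final nominal, 0.9% final DMSO | detection = Kinase-Glo luminescence, ATP depletion format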
* marks the source's active call; other numbers are inactive results; i = inactive; nt = no result given. Rows are unselected; overall some 3.9% were active at least once.

SMILES	LMPTP inh	Rpn11 block	DNMT1 inh	STEP block	MsrA inhibitor	Scp1 inh	CSN deneddyl inh	NadD inh	SUMO1-SIM PPI	TbMetRS inhib
O=Cc1ccc(-c2cccc(C(=O)O)c2)o1	-0.6	i	19	9	4.7*	41	4	-2	-11	-0.2
O=C(CN(Cc1ccc(F)cc1)C(=O)CCC(=O)Nc1nccs1)NCc1ccc(F)cc1	0.2	i	-4	-1	-0.6	-1	7	-4	2	0.3
Cc1ccc(C(=O)CCC(=O)OCC(=O)NNC(=O)c2ccc([N+](=O)[O-])cc2)cc1	-0.2	i	2	0	0.6	3	-5	-4	-28	-0.4
Cc1ccc2nsnc2c1S(=O)(=O)N1CCN(C)CC1	-0.8	i	1	-3	0.2	-10	-2	-3	-26	-0.5
Cc1cccc2nc(CSc3nc4ccc([N+](=O)[O-])cc4[nH]3)c(Br)n12	6.5	i	-6	0	0.8	-2	-4	26	-6	1.9
NC(=O)c1cnn(-c2cccc(Cl)c2)c1N	-1.2	i	1	-1	1.1	-6	-4	-5	-5	-0.2
CN(Cc1ccccc1)c1nc2c(c(=O)[nH]c(=O)n2C)n1CCSc1nc2ccccc2[nH]1	-1.6	i	2	-1	-0.9	1	-2	1	-6	-0.1
CCc1ccc2nc(N(CCCN(C)C)C(=O)c3ccc(C(=O)c4ccccc4)cc3)sc2c1	-2.6	i	3	4	1.0	5	-1	0	-50	-0.2
Cc1c(C(=O)NCc2c(F)cc(F)cc2F)oc2ccc(S(=O)(=O)N3CCOCC3)cc12	0.7	i	-2	2	-1.1	-15	0	2	4	-0.1
Cc1c(NC(=O)C2(c3ccc(Cl)cc3)CCCC2)c(=O)n(-c2ccccc2)n1C	-1.2	i	1	5	1.4	11	2	2	6	0.1
COc1ccc(N2CCN(C(=O)C3Cc4ccccc4CN3C(=O)c3ccco3)CC2)cc1 (centres undefined)	0.6	i	-7	-1	1.9	0	-6	-1	-4	-0.5
CCN(C(=O)COc1cccc(-n2cnnn2)c1)C1CCS(=O)(=O)C1 (centres undefined)	-1.5	i	3	0	2.1	-1	4	1	0	-0.1
O=C(N/N=C/c1ccc2c(c1)OCCO2)c1ccncc1	-0.2	i	3	-2	4.5*	-13	12	-9	-7	0.5
N#Cc1nc(COc2cccc(Cl)c2)oc1N1CCCC1	1.3	i	-1	2	0.1	-12	-5	0	1	-0.3
COc1cccc(CNC(=O)Cn2c(=O)oc3ccccc32)c1OC	-1.0	i	-1	1	0.2	-13	2	3	6	-0.2

The final 7 entries of the section before are carried over, then new ones follow.
SMILES	LMPTP inh	Rpn11 block	DNMT1 inh	STEP block	MsrA inhibitor	Scp1 inh	CSN deneddyl inh	NadD inh	SUMO1-SIM PPI	TbMetRS inhib
Cc1c(C(=O)NCc2c(F)cc(F)cc2F)oc2ccc(S(=O)(=O)N3CCOCC3)cc12	0.7	i	-2	2	-1.1	-15	0	2	4	-0.1
Cc1c(NC(=O)C2(c3ccc(Cl)cc3)CCCC2)c(=O)n(-c2ccccc2)n1C	-1.2	i	1	5	1.4	11	2	2	6	0.1
COc1ccc(N2CCN(C(=O)C3Cc4ccccc4CN3C(=O)c3ccco3)CC2)cc1 (centres undefined)	0.6	i	-7	-1	1.9	0	-6	-1	-4	-0.5
CCN(C(=O)COc1cccc(-n2cnnn2)c1)C1CCS(=O)(=O)C1 (centres undefined)	-1.5	i	3	0	2.1	-1	4	1	0	-0.1
O=C(N/N=C/c1ccc2c(c1)OCCO2)c1ccncc1	-0.2	i	3	-2	4.5*	-13	12	-9	-7	0.5
N#Cc1nc(COc2cccc(Cl)c2)oc1N1CCCC1	1.3	i	-1	2	0.1	-12	-5	0	1	-0.3
COc1cccc(CNC(=O)Cn2c(=O)oc3ccccc32)c1OC	-1.0	i	-1	1	0.2	-13	2	3	6	-0.2
CCOC(=O)[C@H]1[C@H]2COc3ccc(Br)cc3[C@@H]2N2C(=O)CN(Cc3ccc(Cl)cc3)C(=O)[C@@]12C	1.6	i	-6	-5	0.0	0	4	-6	4	-0.2
CSc1nc2ccccc2cc1/C=C(\C#N)c1cccc(C)c1	-0.4	i	5	4	0.3	-7	-7	7	11	-0.7
O=C(CC(Cc1ccccc1)C(=O)O)Nc1ccc(F)cc1 (centres undefined)	-0.9	i	-1	-1	-0.3	9	1	-7	3	-0.2
O=C(NNc1cccc(Cl)n1)C1CC1	-1.9	i	1	-3	0.3	-3	2	-1	2	-0.2
CCOC(=O)C1=C(N)N2C(=O)CSC2=C(C(=O)OC)C1	0.2	i	-1	5	1.3	-10	0	4	7	-0.6
Cc1ncc(CN2CCN(CCc3ccccc3)C(CCO)C2)s1 (centres undefined)	-0.3	i	0	0	-0.8	-10	-7	2	0	-0.7
Cc1cc(NC(=O)c2ccccc2F)n(C(C)(C)C)n1	-0.4	i	-6	-3	1.4	-3	-2	-2	2	-0.2
Cc1cccc(S(=O)(=O)c2c(N)n(/N=C/c3ccco3)c3nc4ccccc4nc23)c1	4.3	i	-7	-1	0.4	5	23	41*	1	-0.7
O=C1CCCN1CCC12CC3CC(CC(C3)C1)C2	-1.1	i	1	-3	1.1	-4	5	0	3	-0.8
Cc1ccc(S(=O)(=O)CCC(=O)NCCN2C(=O)S/C(=C/c3ccc(F)cc3)C2=O)cc1	1.1	i	-7	-3	1.8	-14	4	-3	-20	0.4
CCc1ccc(C(=O)COc2ccc(NC(C)=O)cc2)cc1	-0.4	i	2	-3	1.8	-5	2	-3	-1	-0.1
CCO[C@@H]1OC(C(N)=O)=C[C@H](c2coc3ccccc3c2=O)[C@H]1CCCO	-2.0	i	2	2	-1.2	-3	-2	-1	-1	0.0
CC(=O)Nc1ccc(C(=O)CSc2nnc(-c3ccc(O)cc3)n2CC2CCCO2)cc1 (centres undefined)	0.7	i	2	0	0.6	3	7	-3	4	0.1
CNC(=S)N1N=C(c2ccc(C)cc2)CC1c1ccc(OC)cc1 (centres undefined)	4.0	i	-6	4	4.4	-21	0	-1	-4	0.3
O=C(CSc1nnc2ccc(-c3ccc(Br)cc3)nn12)NCC1CCCO1 (centres undefined)	-0.8	i	2	-1	1.1	-3	1	1	-42	8.0*
O=C(N/N=C/c1ccc([N+](=O)[O-])o1)c1cc2c(ccc3ccccc32)o1	79*	nt	85*	95*	0.6	94*	126	20	2	0.2
CC(CCc1ccccc1)NC(=O)COC(=O)c1ccc([N+](=O)[O-])cc1 (centres undefined)	0.2	i	0	1	0.0	-6	2	-4	-38	-0.1
Cc1cc(C)cc(NC(=S)NCC2CCCO2)c1 (centres undefined)	-0.2	i	-2	-2	-0.3	-2	-2	-2	-2	0.2
O=C(O)c1ccccc1NS(=O)(=O)c1ccc2ccccc2c1	-1.1	i	2	0	-0.2	23	2	-7	0	-0.1
COc1ccc(CNc2nc3c(c(=O)[nH]c(=O)n3C)n2CCCc2ccccc2)cc1	-1.1	i	-2	-3	-0.6	-10	6	-1	-1	-0.1
Cc1ccc(C)c(NC(=S)N2C3CCCC2CC(NC(=O)C2CC2)C3)c1 (centres undefined)	-0.1	i	1	3	-0.7	-5	-3	-1	-3	-0.4
CC(C)Cc1nnc(NC(=O)Nc2ccccc2)s1	-2.2	i	5	-3	0.4	4	8	-1	-5	16*
O=C(/C=C/[C@H]1O[C@@H](n2cnc3c(NC(=O)c4ccccc4)ncnc32)[C@H](O)[C@@H]1O)NCCCc1ccccc1	-0.9	i	5	0	0.1	nt	6	-1	-2	-0.1
Cc1ccc(/C=C/c2nnc(-c3ccc(C)cc3)o2)cc1	0.3	i	2	-2	-0.9	4	1	11	0	-0.1
COC(=O)C(NC(=O)CN1C(=O)c2ccccc2C1=O)c1ccc(O)c(OC)c1 (centres undefined)	-1.9	i	-3	-3	-2.0	3	7	0	-5	-0.7
